Bioassay records: PubChem BioAssay, several laboratories
PPC-1+TRAIL kill: compounds killing PPC-1 cancer cells with TRAIL present, primary screen, TRAIL potentiator project, ATPLite luminescence, uHTS; PPC-1 cells + TRAIL, ATPLite viability luminescence; cell killing (% activity), % at 4 µM; 220,000 compounds, 0.41% hits; AID 1443, 2008;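 active = cell killing above 50% in the first pass at 4 µM, then a duplicate retest at 5 µM averaging 50% or more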;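 note: plate controls were cells with TRAIL plus DMSO for no effect and medium-only wells lacking cells for full effect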
Ba/F3 V617F tox: reduced viability of JAK2V617F-dependent Ba/F3 cells, primary screen, JAK2V617F inhibitor project, cell-based, Ba/F3 EpoR-JAK2V617F, luminescence; ATP luminescence; inhibition, % at 5.6 µM; 220,000 compounds, 1.1% hits;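 active = inhibition above the campaign mean plus 3 SD over all tested compounds, cut at about 24% in these data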;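 note: cytokine-independent growth of Ba/F3 cells driven by EpoR plus mutant JAK2; 0% = DMSO-treated cells and 100% = JAK inhibitor I control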
BaF3 parental: parental Ba/F3 cell viability inhibition, counter-screen for JAK2V617F inhibitor project, murine pro-B, CellTiter-Glo luminescence; CellTiter-Glo ATP luminescence; inhibition, % at 5.6 µM; 220,000 compounds, 1.1% hits; AID 1486, 2009;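 active = inhibition above a per-campaign cutoff, the mean inhibition of all tested compounds plus 3 SD, cut at about 27% in these data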;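 note: 0% = DMSO wells and 100% = JAK Inhibitor I control wells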
Wee1 degr inh: Wee1 degradation inhibitors, primary screen, cell-based, HeLa, Wee1K328M-luciferase, luminescence | Wee1-like protein kinase (Homo sapiens), P30291 | HeLa Luc-Wee1K328M stability; 100% = proteasome inhibitor MG132 effect | reporter increase, % at 5 µM | 220,000 compounds, 1.2% hits;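 active = activation above the mean of all tested compounds plus 3 SD, set per screening run, cut at about 8.8% in these data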;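 note: cells exposed to compound for 20 h before luminescence read; 0% = DMSO alone and 100% = MG132 at 30 µM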
TRPN1 ag: zebrafish TRPN1 channel agonists, primary screen, cell-based, HEK293, calcium fluorescence; HEK293 zebrafish TRPN1-YFP, Fluo-8 calcium fluorescence; 100% = response to 87 µM carbachol; transient receptor potential cation channel N1 (TRPN1/NompC), Danio rerio; activation, % at 3 µM; 220,000 compounds, 0.18% hits;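 active = activation above its plate's cutoff, the mean activation of test wells on that plate plus 3 SD, cut at about 19% in these data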;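 note: 0% = DMSO alone and 100% = 87 µM carbachol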
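Material: zebrafish TRPN1-YFP in HEK293 cells; Doses: single test compound dose, 3 µM nominal, 0.3% DMSO; Timing: dye loading 1 h at 37 °C, then 30 min room temperature; Technique: intracellular calcium fluorescence with Fluo-8; Benchmarks: high carbachol 87 µM, low DMSO alone.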
TNF death inh: inhibitors of TNF-alpha triggered necroptosis, primary screen, cell-based, Jurkat FADD-/-, single concentration | Jurkat FADD-/- TNF necroptosis rescue, ATP luminescence, 24 h; 0 = TNF only, 100 = no-TNF cells | activation (protection from cell death), % at 10 µM | 220,000 compounds, 0.068% hits;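 active = activation, meaning protection from cell death, of at least 50% relative to plate controls; inactive = activation below 50%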;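 note: necroptosis triggered by 40 ng/mL TNF-alpha added together with compound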
CHOP inhibitor: inhibitors of CHOP promoter induction, primary screen, cell-based, unfolded protein response, luciferase reporter | CHO-K1 CHOP-promoter luciferase, tunicamycin-induced, 15-18 h | inhibition, % at 10 µM | 220,000 compounds, 3.8% hits | AID 2732, 2010;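 active = compounds that reduced the stress-induced luciferase reporter signal by more than about 70% of percent inhibition, limit read from the data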;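 note: 0% = tunicamycin plus vehicle and 100% = wells without tunicamycin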
RBBP9 inh: human RBBP9 inhibitors, primary screen, biochemical, fluorescence polarization, FP-Rh probe, HTS | Serine hydrolase RBBP9 (Homo sapiens), O75884 | recombinant RBBP9 | inhibition, % at 7.94 µM | 220,000 compounds, 0.2% hits | AID 1515, 2009;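 active = inhibition above the campaign mean of all tested compounds plus 3 SD, cut at about 14% in these data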;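 note: plate controls were DMSO wells with RBBP9 for no effect and wells lacking RBBP9 protein for full effect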
Target sequence (O75884 whole entry, looked up): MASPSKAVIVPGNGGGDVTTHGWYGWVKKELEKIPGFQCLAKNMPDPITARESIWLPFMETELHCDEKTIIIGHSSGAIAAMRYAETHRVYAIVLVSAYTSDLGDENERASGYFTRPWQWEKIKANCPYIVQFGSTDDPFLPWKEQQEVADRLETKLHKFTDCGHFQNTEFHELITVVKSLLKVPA
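System: RBBP9 protein | Quantity: 2.5 µM RBBP9 dispensing solution, before mixing | Reagent: FP-Rh probe, 375 nM dispensing solution | Timing: Enzyme-compound preincubation 30 min, then probe labeling 45 min, 25 °C | Measured by: Fluorescence polarization | Read-out: % inhibition | Replication: One well per compound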
TRPML3 ag: human TRPML3 channel agonists, primary screen, cell-based, HEK293 TRPML3-YFP, Fluo-8 calcium fluorescence, 3 µM; Mucolipin-3 (Homo sapiens), Q8TDD5; activation, % at 3 µM; 220,000 compounds, 0.29% hits; 100% = the carbachol control signal;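 active = activation above its plate's cutoff, the mean activation of the plate's test wells plus 3 SD, cut at about 12% in these data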;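 note: 0% = DMSO only wells and 100% = carbachol wells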
Target sequence (Q8TDD5 whole entry, looked up): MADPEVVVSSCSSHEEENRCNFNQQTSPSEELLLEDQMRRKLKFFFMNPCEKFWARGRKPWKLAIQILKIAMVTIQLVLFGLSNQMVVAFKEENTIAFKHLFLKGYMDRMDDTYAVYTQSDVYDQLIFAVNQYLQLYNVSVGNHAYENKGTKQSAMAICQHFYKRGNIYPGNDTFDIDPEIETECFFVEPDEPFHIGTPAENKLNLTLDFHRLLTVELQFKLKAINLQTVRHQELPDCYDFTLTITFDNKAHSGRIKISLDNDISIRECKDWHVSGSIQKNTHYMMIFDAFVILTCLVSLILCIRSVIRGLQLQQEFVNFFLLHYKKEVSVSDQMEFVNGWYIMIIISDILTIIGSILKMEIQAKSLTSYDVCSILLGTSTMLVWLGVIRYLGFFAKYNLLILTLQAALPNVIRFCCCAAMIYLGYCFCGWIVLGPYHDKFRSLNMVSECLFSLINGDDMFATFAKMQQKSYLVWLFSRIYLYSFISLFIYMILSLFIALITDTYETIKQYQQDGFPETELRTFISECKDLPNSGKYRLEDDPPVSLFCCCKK
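Material: TRPML3-YFP stable HEK293 cells | Dosing: One concentration, 3 µM nominal, 0.3% DMSO | Timing: 125 s total fluorescence read per well | Technique: Fluo-8 calcium dye fluorescence, ex 470-495, em 515-575 nm | Measure: Percent activation from peak-to-basal fluorescence ratio, scaled between DMSO and carbachol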
The depositor's hits bear a star; · = no result given.

SMILES	PPC-1+TRAIL kill	Ba/F3 V617F tox	BaF3 parental	Wee1 degr inh	TRPN1 ag	TNF death inh	CHOP inhibitor	RBBP9 inh	TRPML3 ag
COc1ccc(-c2nnn(CCc3nn[nH]n3)n2)cc1OC	9	-1	-1	-1	0.1	0.2	2	-8	0.5
CN1C(=C2C(=O)OC(C)(C)OC2=O)Sc2ccccc21	12	4	5	8.8*	1.5	-0.7	17	-6	0.2
Cc1ccc(NC(=O)/C=N/OCC(=O)NCc2ccccc2Cl)cc1	11	0	2	-1	-1.4	2.1	-2	-13	-0.6
CC1=C(C(=O)OC(C)(C)C)C(c2ccco2)C(C#N)=C(N)O1 (stereo not given)	6	-3	0	-1	-0.4	-1.6	21	0	-0.2
Cc1ccc(-c2cc(C(=O)N3CCN(c4ncccn4)CC3)c3cc(Br)ccc3n2)o1	23	3	4	2	1.9	-2.2	-7	-9	1.5
CCN(CC)S(=O)(=O)c1cccc2c(N(C)C)cccc12	6	2	9	-2	-1.0	-0.3	20	-3	0.1
CC(NC(=O)C1CCC1)c1ccc(Cl)cc1 (stereo not given)	10	-5	-1	-1	-0.5	17	30	3	-0.5
COc1ccc(C2(C)NC(=O)N(CC(=O)Nc3ccc(S(=O)(=O)N4CCCC4)cc3)C2=O)cc1 (stereo not given)	2	3	12	6	3.3	-0.4	-19	-22	1.1
CS(=O)(=O)N1CCCC(C(=O)NCc2cccs2)C1 (stereo not given)	7	-2	-1	5	-0.4	0.5	11	-9	1.0
O=C(Nc1ccc(Cl)cc1C(F)(F)F)C(Sc1nnc(-c2cccs2)o1)c1ccccc1 (stereo not given)	-5	-1	5	0	0.7	3.2	5	1	-0.5
Cc1noc(C)c1COC(=O)COc1ccc(C#N)cc1	8	3	4	-1	0.7	-0.3	-2	-8	0.5
Cn1nnnc1SCC(=O)N1CCN(c2cccc(Cl)c2)CC1	-9	4	6	-2	1.8	-1.5	13	5	0.9
COc1ccc(S(=O)(=O)NCc2ccco2)cc1-c1nnc2c3ccccc3c(C)nn12	-4	0	3	-1	2.0	-2.4	-7	-10	0.5
Cc1ccc2c(N)c(C(=O)c3ccccc3)sc2n1	8	-1	3	3	-0.5	-2.1	-13	-6	-0.4
CC1CN(c2oc(-c3ccco3)nc2C#N)CC(C)O1 (stereo not given)	-6	0	2	-3	0.7	0.1	-18	-3	1.1
CCOC(=O)c1ccc(NS(=O)(=O)c2c(C)n(C)c(=O)n(C)c2=O)cc1	-1	-4	2	1	1.2	2.4	23	-9	0.4
O=C(Oc1cccc(Br)c1)c1cccnc1	-17	0	4	-4	-1.1	0.6	4	-8	0.1
Cc1ccc(OCC(O)Cn2c(N)nc3c2c(=O)n(C)c(=O)n3C)cc1 (stereo not given)	·	-1	1	-2	1.9	0.2	18	-5	1.6
CCOc1ccccc1NC(=O)[C@@H](NC(=O)c1cccc(S(=O)(=O)N2CCOCC2)c1)C(C)C	-9	4	8	2	-2.4	0.7	-2	-8	-1.6
CC1CN(CC(=O)Nc2ccc([N+](=O)[O-])cc2Br)CC(C)O1 (stereo not given)	19	-2	7	-1	0.0	0.3	8	-5	0.5
O=C(CC1SCCNC1=O)Nc1ccc(F)c(Cl)c1 (stereo not given)	-5	0	6	-4	1.2	1.1	-3	-2	1.4
CC(/C=C/c1ccccc1)=N\NC(=O)CCc1ccccc1	5	-3	5	-1	-0.9	1.8	29	-2	-0.9
CCOC(=O)CNC(=O)/C=C/c1c(Cl)cccc1Cl	16	1	7	0	3.3	1.9	5	11	-0.2
O=C1CC(N2CCN(C(c3ccccc3)c3ccccc3)CC2)C(=O)N1 (stereo not given)	-3	4	14	-1	0.6	-3.5	15	-9	-0.5
COC(=O)c1ccc(N2CCN(S(=O)(=O)c3ccc4ccccc4c3)CC2)c([N+](=O)[O-])c1	-5	-2	2	-3	-0.7	-16	58	-7	-0.6
Cc1ccc(C)c(-c2cc(C(=O)NN3CCOCC3)c3ccccc3n2)c1	3	4	1	-1	1.6	0.4	5	-7	0.1
Cc1cc(NC(=O)C2CCCC2)n(-c2nc3ccccc3[nH]2)n1	-12	-1	5	-2	1.4	1.1	21	-10	-0.5
CCc1cc2c(=O)c(-c3ccon3)c(N)oc2cc1OC	42	2	6	2	-0.8	0.7	22	-10	-0.1
CC(C)(C)C(=O)Nc1ccc(N2CCN(c3ccc(C(F)(F)F)cn3)CC2)nc1	24	-2	0	-2	3.1	2.9	8	4	1.4
O=Cc1cn(-c2ccccc2)nc1-c1cc2c(ccc3ccccc32)oc1=O	14	-4	2	0	-0.5	-0.9	22	-2	0.5

An excerpt of these results, with two lines to a compound.
Each structure is followed by: PPC-1+TRAIL kill, Ba/F3 V617F tox, BaF3 parental, Wee1 degr inh, TRPN1 ag, TNF death inh, CHOP inhibitor, RBBP9 inh, TRPML3 ag
CCOC(=O)c1ccc(NS(=O)(=O)c2c(C)n(C)c(=O)n(C)c2=O)cc1
  -1, -4, 2, 1, 1.2, 2.4, 23, -9, 0.4
CC1CN(CC(=O)Nc2ccc([N+](=O)[O-])cc2Br)CC(C)O1 (stereo not given)
  19, -2, 7, -1, 0.0, 0.3, 8, -5, 0.5
CN1C(=C2C(=O)OC(C)(C)OC2=O)Sc2ccccc21
  12, 4, 5, 8.8*, 1.5, -0.7, 17, -6, 0.2

The listing continues:
SMILES	PPC-1+TRAIL kill	Ba/F3 V617F tox	BaF3 parental	Wee1 degr inh	TRPN1 ag	TNF death inh	CHOP inhibitor	RBBP9 inh	TRPML3 ag
Cc1ccc(NC(=O)CN2C(=O)NC(Cc3c[nH]c4ccccc34)C2=O)cc1S(=O)(=O)N1CCCCC1 (stereo not given)	2	-2	2	-1	-0.6	-1.8	-7	-8	0.1
O=C1/C(=C\c2ccsc2)N2CCC1CC2	-3	-5	-2	2	0.0	7.8	-17	-2	0.4
CSCCC(NC(=O)C1CCC(C)CC1)C(=O)N1CCN(c2ccccn2)CC1 (stereo not given)	6	3	1	0	-1.9	-2.5	46	0	-0.7
Cc1ccc(NC(=O)C(=O)NCc2ccccn2)cc1	1	-2	1	-2	-0.9	0.8	-3	-11	0.6
CCc1ccccc1NC(=O)Nc1cccn(Cc2ccc(F)cc2)c1=O	11	1	6	-2	0.5	-0.4	27	-18	0.1
Cc1ccc2nc3c(c(Nc4ccc5c(c4)OCCO5)c2c1)CCC3	19	-3	5	-1	-1.4	2.4	0	-3	0.0
Cc1ccc2nc(SCC3CCCCO3)[nH]c2c1 (stereo not given)	20	1	-10	0	-0.2	2.4	28	-7	0.1
CCN(CCNC(=O)c1cccc(N2CCCC2=O)c1)c1ccccc1	10	5	10	0	-0.4	-0.2	-8	-5	-0.5
CSc1nc(C)cc(-n2cc(F)c(=O)[nH]c2=O)n1	4	-3	2	0	0.1	-2.4	7	-4	0.6
CC(Sc1nc(N2CCOCC2)c2c(c1C#N)CC(C)(C)OC2)C(=O)Nc1ccccc1 (stereo not given)	30	1	6	-2	-0.4	5.6	3	-9	0.2
O=C(Nc1ccc(-n2cnnn2)cc1)C1CCC1	-1	2	6	1	0.4	-0.3	24	1	0.3
CN(CC(=O)Nc1cccnc1)S(=O)(=O)c1cc(Cl)ccc1Cl	6	0	5	-1	0.4	-1.3	12	-2	-0.7
CC(=O)Nc1nc2c(C)c(Cl)ccc2s1	14	6	3	-1	1.8	-0.9	21	0	1.0
COCCCNC(NC(=O)c1ccc(OC)cc1)C(Cl)(Cl)Cl (stereo not given)	·	-1	9	-2	1.5	-0.7	11	-9	1.1
COc1cccc(Nc2nc(-c3ccc4c(c3)OCCO4)cs2)c1	26	-2	1	3	-1.7	0.4	-30	-5	-0.6
O=C1N=c2ccccc2=C1c1c(O)n(-c2cccc(F)c2)[nH]c1=O	13	0	5	0	0.2	-0.4	73*	-13	0.7
O=C(COC(=O)CCc1nc2ccccc2c(=O)[nH]1)NCc1ccc(F)cc1	17	3	-8	-1	1.9	-1.0	20	-6	0.4
CCOc1ccc(CCNC(=O)CN2CCN(Cc3ccc(F)cc3)C2=O)cc1OCC	-12	-1	5	-1	0.1	1.7	10	0	0.9
C=CCN(c1ccccc1)S(=O)(=O)c1cc(C(=O)NC2=NCCS2)ccc1Cl	0	0	4	4	-1.3	0.4	13	-11	0.4
CCOC(=O)N1CCC(NS(=O)(=O)c2cc(Br)cc3c2N(C(=O)CC)CC3)CC1	22	4	8	-3	0.1	-0.3	-19	-9	0.2
Cc1nc2ccc(S(=O)(=O)NC(C(=O)NCc3cccs3)C(C)C)cc2s1 (stereo not given)	2	-1	4	2	0.4	0.4	36	-6	-0.6
Cc1ccc(-n2c(SCC(=O)OC(C)C)nnc2-c2cnccn2)cc1	2	0	3	1	1.1	-0.9	23	-1	0.5
COc1ccc(C2CC(C(F)(F)F)n3ncc(C(=O)Nc4cccc(O)c4)c3N2)cc1OC (stereo not given)	32	-1	4	13*	0.3	0.0	-2	-6	-0.7
O=C(CSc1nc2c(sc3ccccc32)c(=O)n1CCCN1CCOCC1)NCC1CCCO1 (stereo not given)	7	-2	3	-2	0.9	3.4	22	-7	1.3
COc1cc(NC(=O)c2ccc(CNc3c(N4CCOCC4)c(=O)c3=O)cc2)cc(OC)c1	12	1	10	1	1.2	-0.5	-6	-3	0.4
O=C1c2ccccc2S(=O)(=O)c2cc(C(=O)N(c3ccccn3)c3ccccn3)ccc21	-4	-4	-1	0	35*	-1.5	11	-10	76*
O=C(NCc1cccs1)C(=O)NCC1OCCCN1S(=O)(=O)c1ccc(F)cc1 (stereo not given)	5	0	5	-2	-0.8	1.6	-7	-6	0.7
COc1ccc(C(=O)NCc2nnc(SCC(=O)c3ccccc3)n2C)cc1	30	2	2	-3	1.3	0.0	5	5	1.5
Cc1cc(C)n(-c2nc3ccccc3[nH]c2=O)n1	12	2	5	0	0.8	-1.3	44	-6	0.6
CCOC(=O)c1cccc(NS(=O)(=O)Cc2ccccc2)c1	21	-1	3	0	-2.7	1.4	14	-2	-0.7
CCCNC(=O)Nc1ccccc1SC	11	-1	0	-1	-0.2	0.6	1	-6	0.4
NS(=O)(=O)c1ccc(N/N=C/c2ccc(O)c(O)c2O)c([N+](=O)[O-])c1	19	-4	0	1	-0.6	-3.5	3	64*	-0.1

This is a random part of the collection, and some 6.8% of all compounds hit somewhere here.
